High-throughput results deposited in PubChem by several laboratories.
LMP1 NFkB inh = Epstein-Barr LMP1 NF-kappaB reporter inhibition; 350,000 compounds, 0.69% hits; LMP1-induced NF-kappaB luciferase reporter cells, luminescence; inhibition, % at 12.5 µM; AID 504558; in the data active means inhibition above about 41%;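 further: 0% = neutral control wells and 100% = reference inhibitor control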
TWEAK Fn14 block = blocks TWEAK-Fn14 interaction in a reporter cell assay; AID 1159606; 360,000 compounds, 2% hits; inhibition, % at 10 µM; TWEAK-stimulated Fn14 reporter cells, luciferase luminescence, 8 h; in the data active means inhibition above about 50%
TRAIL sens C8 = caspase-8 TRAIL sensitization. NB7+C8 cells + TRAIL, ATPlite viability luminescence. inhibition (viability loss, TRAIL sensitization), % at 10 µM. 360,000 compounds, 1% hits. AID 624354;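 active means compounds causing at least 50% loss of cell viability in the single-dose screen, relative to plate controls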
TROY NFkB inh = TROY signaling inhibition. Q293 LMP1-TROYcd NF-kB luciferase reporter, 4 h. inhibition, % at 10 µM. 360,000 compounds, 0.98% hits. AID 1347056;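 active means compounds whose plate-normalised and pattern-corrected inhibition of the luciferase reporter signal at the single screening dose is 50% or more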
NR5A2 inv ag = NR5A2 inverse agonism in reporter assay | O00482 | HEK293T StAR-luciferase reporter, LRH-1 transfected, 24 h | inhibition, % at 3.6 µM | 360,000 compounds, 0.13% hits;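 active means inhibition above the mean inhibition of all tested compounds plus 3 SD, cut at about 73% in these data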;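 further: 0% = DMSO wells and 100% = reporter-only cells lacking LRH-1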
Target sequence (O00482 whole entry, looked up): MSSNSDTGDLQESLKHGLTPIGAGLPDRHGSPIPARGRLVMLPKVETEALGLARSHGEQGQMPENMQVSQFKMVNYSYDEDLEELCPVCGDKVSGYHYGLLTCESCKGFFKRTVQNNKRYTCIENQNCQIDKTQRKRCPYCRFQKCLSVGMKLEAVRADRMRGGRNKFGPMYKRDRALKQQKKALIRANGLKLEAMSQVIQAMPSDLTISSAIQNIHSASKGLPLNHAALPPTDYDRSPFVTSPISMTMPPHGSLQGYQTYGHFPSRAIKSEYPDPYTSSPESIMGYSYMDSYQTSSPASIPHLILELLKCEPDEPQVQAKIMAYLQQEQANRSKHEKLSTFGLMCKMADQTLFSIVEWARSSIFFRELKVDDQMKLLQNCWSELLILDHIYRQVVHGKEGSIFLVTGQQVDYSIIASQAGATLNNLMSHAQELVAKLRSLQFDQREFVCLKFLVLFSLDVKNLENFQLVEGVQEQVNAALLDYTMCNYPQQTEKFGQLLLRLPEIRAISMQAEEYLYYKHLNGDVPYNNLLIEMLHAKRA
NCOA2 inhibitor = inhibits human steroid receptor coactivator 2; Q15596; HEK293 GAL4-SRC2 luciferase reporter, luminescence; inhibition, % at 9 µM; 370,000 compounds, 0.17% hits;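 active means inhibition above the mean inhibition of all tested compounds plus 3 SD, set per campaign, cut at about 52% in these data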;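 further: 0% = DMSO treated cells and 100% = cells given Gossypol at 36 µM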
KKLEB tox = CF airway cell cytotoxicity counter-screen; AID 602141; KKLEB CF airway cells viability, ATPlite luminescence, overnight; hits give low values; cells stimulated with P. aeruginosa culture filtrate; activity change (cytotoxicity), % at 5 µM; 360,000 compounds, 0.36% hits;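 active means corrected activity change at or below -50% at 5 µM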
COUP-TFII inh = NR2F2 (human) inhibition, primary screen | P24468 | HEK293T NGFI-A luciferase reporter, luminescence | inhibition, % at 8.6 µM | 370,000 compounds, 0.7% hits | AID 686940;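 active means inhibition above a per-plate cutoff, mean inhibition of test wells between control levels plus 3 SD, cut at about 38% in these data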;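 further: cells cotransfected with COUP-TFII expression vector driving the NGFI-A reporter; 0% = median of COUP-TF2 test wells and 100% = reporter-only cells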
Target sequence (P24468 whole entry, looked up): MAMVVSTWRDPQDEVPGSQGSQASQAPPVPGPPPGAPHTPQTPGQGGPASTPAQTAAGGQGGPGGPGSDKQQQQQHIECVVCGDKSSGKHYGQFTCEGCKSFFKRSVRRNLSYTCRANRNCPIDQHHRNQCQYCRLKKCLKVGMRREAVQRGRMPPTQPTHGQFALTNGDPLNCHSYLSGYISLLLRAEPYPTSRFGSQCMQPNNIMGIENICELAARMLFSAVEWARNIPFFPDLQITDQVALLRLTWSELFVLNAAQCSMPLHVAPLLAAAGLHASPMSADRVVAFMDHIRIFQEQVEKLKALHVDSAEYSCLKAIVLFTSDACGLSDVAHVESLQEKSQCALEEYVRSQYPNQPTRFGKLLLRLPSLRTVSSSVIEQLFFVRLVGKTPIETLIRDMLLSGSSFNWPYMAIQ
CF NFkB inh = blocks PAF-induced NF-kB reporter in cystic fibrosis cells; KKLEB NF-kB-GFP reporter, GFP fluorescence overnight; inhibition, % at 5 µM; 360,000 compounds, 0.86% hits; AID 588850;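 active means at least 50% inhibition at 5 µM, scaled per plate between neutral and stimulator controls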;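 further: PAF is a Pseudomonas aeruginosa culture filtrate used as stimulus; plate controls were PAF-stimulated DMSO wells for no effect and unstimulated DMSO wells for full effect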
SRC1 inh = inhibitors of human steroid receptor coactivator 1 (SRC1). Q15788. HEK293 GAL4-SRC1 luciferase reporter, luminescence. inhibition, % at 3.6 µM. 360,000 compounds, 0.12% hits;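 active means inhibition above the campaign mean plus 3 SD, with each screening campaign given its own cutoff, cut at about 60% in these data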;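 further: 0% = DMSO treated cells and 100% = gossypol at 36 µM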
NCOA3 inh = inhibits human SRC3 coactivator. 360,000 compounds, 0.17% hits. inhibition, % at 3.6 µM. HEK293 GAL4-SRC3 luciferase reporter, luminescence. Q9Y6Q9. AID 588352;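 active means inhibition above a per-campaign cutoff, the mean of all compounds plus 3 SD, cut at about 60% in these data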;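 further: 0% = DMSO-treated cells and 100% = gossypol-treated cells at 36 µM; higher means less SRC3-driven luciferase light from the GAL4 reporter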
Active calls of the source: *; · = no result given.

SMILES | LMP1 NFkB inh | TWEAK Fn14 block | TRAIL sens C8 | TROY NFkB inh | NR5A2 inv ag | NCOA2 inhibitor | KKLEB tox | COUP-TFII inh | CF NFkB inh | SRC1 inh | NCOA3 inh
C[C@]12C=CC(=O)C=C1CC[C@@H]1C2C(O)C[C@@]2(C)C1CC[C@]2(O)C(=O)COC(=O)CCC(=O)NC(CC(=O)O)C(=O)O (stereo partly drawn) | 10 | -23 | -3 | 34 | 9 | -27 | 44 | -35 | 77* | -11 | -32
COc1cccc(CN=C2Nc3ccccc3CS2)c1 | -21 | -18 | 0 | -42 | -2 | -20 | 9 | -13 | -2 | -24 | -12
COCCC(=O)N1CCC(Oc2ccc(C(=O)NCCn3cccn3)cc2)CC1 | -2 | 9 | -9 | 3 | 18 | 2 | 8 | -1 | 8 | -7 | 5
N#Cc1ccccc1/C=N/Nc1nc(-c2ccccc2)c2cc(Br)ccc2n1 | -28 | 21 | 11 | -15 | -9 | -6 | -4 | -20 | 6 | 6 | 4
Cc1ccc(S(=O)(=O)NCc2nc3nc(C)cc(C)n3n2)c(C)c1 | -6 | -13 | 4 | -7 | 11 | 6 | -2 | 6 | 2 | -1 | -3
CCOC(=O)CNC(=O)CN1CCCN(S(=O)(=O)c2ccc(Br)s2)CC1 | -9 | 10 | 8 | -14 | 2 | -6 | 8 | 20 | -2 | -8 | 12
Fc1ccc(NC(=S)Nc2ccccc2N2CCOCC2)cc1Cl | 3 | -11 | 2 | -1 | 3 | 1 | 5 | -3 | -8 | -1 | 9
O=C1CC(c2ccccc2F)c2cc3c(cc2N1)CCC3 (stereo not drawn) | 1 | 14 | 12 | 2 | 10 | -12 | -21 | 8 | 24 | 4 | 9
CC1(C(=O)NS(=O)(=O)c2ccc(Cl)cc2)CCN1C(=O)C1(c2ccc(Cl)cc2)CC1 (stereo not drawn) | · | 1 | -4 | -9 | 18 | -3 | 12 | -4 | -22 | 8 | -3
CC(C)C[C@H](NC(=O)c1nc[nH]c1C(=O)N1CCN(C(=O)OC(C)(C)C)CC1)C(=O)OC(C)(C)C | 31 | -3 | 24 | 2 | -48 | -11 | -10 | -92 | 19 | 42 | 0
CCN1CCCC1Cn1cnc2c([nH]c3ccc(C)cc32)c1=O (stereo not drawn) | 4 | -30 | -10 | -4 | 13 | 1 | -5 | -12 | 5 | -6 | -1
CCCCOc1ccc(C(=O)N/C(=C\c2cccc([N+](=O)[O-])c2)C(=O)OCc2ccco2)cc1 | -2 | -12 | -2 | -1 | -8 | -10 | -7 | 7 | -6 | 4 | 14
O=c1c2ccsc2ncn1Cc1ccc(Cl)cc1 | -3 | 3 | -4 | -17 | 27 | -29 | 10 | -4 | 3 | -3 | 7
O=C(Nc1nc(-c2cccs2)cs1)c1ccc([N+](=O)[O-])o1 | -22 | 35 | 46 | -19 | 66 | 1 | -13 | 2 | 76* | -30 | 4
O=C(COC(=O)CCS(=O)(=O)c1ccc(Cl)cc1)NCCc1ccccc1 | 2 | 25 | -4 | 14 | -6 | 6 | 0 | -2 | 5 | -21 | 15
O=C(c1ccc(Cl)cc1)c1cnc(Nc2ccccc2Cl)s1 | -9 | -3 | 19 | -11 | -142 | -42 | -22 | -42 | 8 | -106 | -81
COc1ccc(N2CCN(C(=S)NC(C)c3ccccc3)CC2)cc1 (stereo not drawn) | -6 | -16 | -4 | -2 | 1 | 11 | -6 | 23 | -1 | 3 | 8
O=C(NCC(=O)N1CCN(S(=O)(=O)c2c(F)cccc2F)CC1)c1ccccc1F | -1 | 13 | 4 | -10 | 8 | 6 | 15 | 18 | -18 | -7 | -13
CSc1ccccc1C(=O)NC1CCCN(Cc2ccccc2F)C1 (stereo not drawn) | 0 | -6 | -3 | 4 | 15 | 16 | 7 | -18 | 3 | -28 | -2
O=C(Nc1ccccc1N1CCCCC1)C1CCN(S(=O)(=O)c2ccccc2C(F)(F)F)CC1 | 10 | 17 | 15 | 3 | 23 | -11 | -15 | -3 | 12 | -12 | 19

Reprinted from the part before: four entries; new compounds follow.
SMILES | LMP1 NFkB inh | TWEAK Fn14 block | TRAIL sens C8 | TROY NFkB inh | NR5A2 inv ag | NCOA2 inhibitor | KKLEB tox | COUP-TFII inh | CF NFkB inh | SRC1 inh | NCOA3 inh
COc1ccc(N2CCN(C(=S)NC(C)c3ccccc3)CC2)cc1 (stereo not drawn) | -6 | -16 | -4 | -2 | 1 | 11 | -6 | 23 | -1 | 3 | 8
O=C(NCC(=O)N1CCN(S(=O)(=O)c2c(F)cccc2F)CC1)c1ccccc1F | -1 | 13 | 4 | -10 | 8 | 6 | 15 | 18 | -18 | -7 | -13
CSc1ccccc1C(=O)NC1CCCN(Cc2ccccc2F)C1 (stereo not drawn) | 0 | -6 | -3 | 4 | 15 | 16 | 7 | -18 | 3 | -28 | -2
O=C(Nc1ccccc1N1CCCCC1)C1CCN(S(=O)(=O)c2ccccc2C(F)(F)F)CC1 | 10 | 17 | 15 | 3 | 23 | -11 | -15 | -3 | 12 | -12 | 19
CCOC(=O)CN(c1ccccc1)S(=O)(=O)c1ccc(F)cc1 | -9 | -3 | 3 | -8 | 18 | 15 | 4 | -13 | 4 | 8 | 21
O=C(O)CSc1nc2sc3c(c2c(=O)n1-c1ccccc1)CCC3 | 2 | -16 | 14 | -4 | 6 | 0 | -3 | 10 | -5 | 4 | 13
CCOc1ccc(CNC(=O)c2ccc(Sc3ccc(Cl)cc3)c(NC(C)=O)c2)cc1 | 17 | 28 | 18 | 27 | -9 | -50 | -1 | 4 | -4 | 1 | 15
N#Cc1c(-c2ccccc2)cc(-c2ccccc2)nc1SCC(=O)NCC(=O)O | -1 | -12 | 2 | -26 | -1 | 5 | 1 | 17 | -9 | 3 | 6
COc1ccc(CCN2CC(C(=O)OCC(=O)N(C)Cc3ccccc3)CC2=O)cc1OC (stereo not drawn) | -4 | -7 | -2 | 3 | -18 | 10 | -5 | 2 | -20 | -1 | -3
CN(C)S(=O)(=O)c1ccc(C(=O)Nc2ccccc2C(=O)NCCCN2CCOCC2)cc1 | -3 | 9 | 4 | 1 | -8 | 20 | 4 | -7 | -9 | -34 | -15
CCOc1ccc(NC(=O)c2sc3nc4n(c(=O)c3c2C)CCC4)cc1 | 6 | -10 | 9 | -4 | -3 | 1 | -3 | 13 | -3 | 8 | -18
CC(=O)Nc1ccc(S(=O)(=O)NCC(=O)OCC(=O)NCCc2ccccc2)cc1 | 3 | -10 | 5 | 7 | 4 | -15 | 1 | -10 | -8 | -12 | -1
O=C1c2cc(Cl)ccc2-c2c(O)cc(Cl)cc21 | -12 | 54* | 17 | 39 | -24 | -8 | -21 | 15 | 5 | 9 | -22
CC(=O)c1cn(CC(=O)Nc2ccccc2F)c2ccccc12 | -5 | 15 | -7 | 4 | 6 | -3 | 7 | 16 | -11 | -27 | 4
Nc1ncnc2c1nc(Br)n2[C@@H]1O[C@@H]2COP(=O)(O)O[C@H]2[C@H]1O | -13 | -8 | 4 | 4 | 12 | 2 | 9 | 7 | -8 | -14 | -19
O=C(c1cc2ccccc2o1)c1nc2c(n1O)CCCCC2 | -17 | 37 | 16 | 40 | -87 | -44 | -4 | -31 | -2 | -74 | -55
COCC1CCCN(C(=O)c2ccc3oc(Cc4ccc(Cl)cc4)nc3c2)C1 (stereo not drawn) | 3 | -19 | 6 | -27 | 20 | -3 | -23 | 17 | 19 | -15 | -10
CCCCSc1nc(C)nc2c1c(=O)n(C)c(=O)n2C | -8 | -1 | 2 | 13 | -3 | 11 | 18 | 12 | -18 | -15 | 6
CN(c1ccccc1)S(=O)(=O)c1cccc(NC(=O)COc2cccc([N+](=O)[O-])c2)c1 | 4 | 24 | -2 | 26 | 10 | 13 | 1 | 7 | 2 | 2 | -29
COC(=O)c1cccc2nc3c(C(C)O)cccc3nc12 (stereo not drawn) | -7 | -13 | -11 | -7 | 18 | -5 | 4 | -24 | 10 | -4 | 6
Cc1cc2c(OCC(O)CN3CCCCC3)cccc2[nH]1 (stereo not drawn) | -17 | 5 | 2 | 0 | 0 | -31 | 4 | 5 | -7 | 16 | -5
Cc1ccc(NC(=O)c2nc[nH]c2C(=O)N2CCC(C)CC2)cc1 | 1 | -27 | -16 | -18 | -27 | 1 | 5 | -12 | 7 | -3 | 6
Cc1c(C(=O)C(=O)NCCc2ccc(S(N)(=O)=O)cc2)c2ccccc2n1C | 6 | 9 | -2 | 4 | 18 | -9 | -5 | 6 | -9 | 17 | 9
Cc1ccc(CNc2oc(C)nc2C#N)cc1 | 1 | 1 | -8 | -8 | -2 | 7 | 2 | -7 | -8 | -19 | 5

Marked active in TWEAK Fn14 block, among the entries above:
SMILES	LMP1 NFkB inh	TWEAK Fn14 block	NR5A2 inv ag	NCOA2 inhibitor	COUP-TFII inh	CF NFkB inh	SRC1 inh	NCOA3 inh
O=C1c2cc(Cl)ccc2-c2c(O)cc(Cl)cc21	-12	54*	-24	-8	15	5	9	-22

The results go on:
SMILES | LMP1 NFkB inh | TWEAK Fn14 block | TRAIL sens C8 | TROY NFkB inh | NR5A2 inv ag | NCOA2 inhibitor | KKLEB tox | COUP-TFII inh | CF NFkB inh | SRC1 inh | NCOA3 inh
CC(/C=N\NC(=O)CN1CCN(Cc2ccccc2)CC1)=C\c1ccco1 | -2 | -1 | -9 | -10 | 6 | -17 | -6 | -18 | 6 | -9 | 2
OC(c1cc(C(F)(F)F)nc2c(C(F)(F)F)cccc12)C1CCCCN1 (stereo not drawn) | -15 | 27 | 32 | -9 | 7 | -29 | -20 | 6 | 29 | 4 | 2
O=C(OCc1nnc(-c2ccccc2)o1)c1ccc2c(c1)C(=O)N(CCc1ccccc1)C2=O | -18 | 0 | -8 | -8 | 8 | -2 | -6 | 1 | 6 | 6 | -1
CC(C)N1CCN(Cc2ccc(OCc3ccccc3)cc2)CC1CCO (stereo not drawn) | -1 | -6 | 6 | 16 | 1 | -30 | -11 | 9 | -3 | -19 | 1
O=c1ccc(Oc2nc(N3CCOCC3)nc(N3CCOCC3)n2)n[nH]1 | 4 | 22 | -24 | 11 | 0 | -37 | 7 | -3 | -8 | -7 | -2
Cc1cccc(NC(=S)N2N=CCC2c2ccccc2)c1 (stereo not drawn) | -23 | -26 | -11 | -40 | -49 | -37 | 7 | -24 | 1 | -33 | -45
COc1ccccc1/C=C/C=N/NC(=O)CN1CCN(S(=O)(=O)c2ccc(C)cc2)CC1 | 9 | -9 | 20 | 2 | -1 | -11 | -5 | 1 | -11 | -18 | 15
O=C(NCc1cccnc1)c1ccc(=O)oc1 | -25 | -3 | 21 | 5 | -34 | 6 | 0 | 7 | 4 | -46 | 7
COC(=O)C[C@H]1C[C@H]2c3cc(NC(=O)NC4CCCC4)ccc3O[C@H]2[C@@H](CO)O1 | 1 | 19 | 2 | 1 | 9 | -11 | -4 | 2 | -2 | 4 | 16
O=C(Oc1ccc([N+](=O)[O-])cc1)c1cccnc1 | 3 | 16 | -5 | 14 | 13 | 8 | 9 | 3 | -22 | -30 | 9
